Assay outcomes deposited in PubChem BioAssay by several laboratories.
P. falciparum M1AAP: P. falciparum M1AAP inhibitors, biochemical, fluorogenic H-Leu-NHMec substrate, 1536-well (AID 1445) | Aminopeptidase N (Plasmodium falciparum (isolate 3D7)) | recombinant M1AAP, H-Leu-NHMec fluorogenic kinetic assay; higher % means a stronger effect | inhibition, % at 30 µM, or IC50 in µM where a hit was titrated | hit rate 0.42% among 220,000;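 active = primary inhibition above the hit cutoff, then over 50% inhibition at one or more dose response concentrations, cut at about 23% in these data, passing the limit was not always enough; inconclusive = conflicting primary data, or primary hits not chosen for dose response; inactive = low primary inhibition, or under 50% at every dose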;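 also: plate controls were DMSO full reaction for no effect and no enzyme background for full effect; strong numbers were not always called active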
UTI89 phage lysis: inhibition of K1F phage lysis, E. coli UTI89, bacterial capsule biogenesis inhibitors, alamar blue (AID 488966); E. coli UTI89 K1F phage lysis, alamar blue, 2 h; higher % means a stronger effect; inhibition, % at 100 µM; hits with a dose series show IC50 in µM; hit rate 0.02% among 340,000;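 active = phage lysis inhibition, versus mean bacterial control, above a set limit; inconclusive = no clear call, values can overlap the other calls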;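 also: capsule biogenesis inhibitors block K1F phage lysis so surviving cells raise fluorescence; higher fluorescence means more inhibition of phage lysis; actives were called in the ten point dose series up to 300 µM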
Siah-1 displacement: Siah-1 peptide-binding antagonists, primary screen, biochemical, fluorescence polarization, rhodamine-plectin, uHTS (AID 1817); Siah-1 / rhodamine-plectin peptide fluorescence polarization; higher % means a stronger effect; displacement, % at 20 µM, or IC50 in µM where a hit was titrated; E3 ubiquitin-protein ligase SIAH1 (Homo sapiens); hit rate 0.02% among 290,000;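 active = displacement of at least 50% at 20 µM, with a fluorescence ratio check between 0.3 and a set limit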;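 also: plate controls were Siah plus tracer with DMSO for no effect and tracer alone without Siah for full effect; strong numbers were not always called active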
TNAP activation fold: human TNAP enzyme activators, primary screen, biochemical, luminescent, no phosphate acceptor, uHTS (AID 1001); activation fold at 20 µM; hits with a dose series show EC50 in µM; hit rate 0.03% among 200,000; Alkaline phosphatase, tissue-nonspecific isozyme (Homo sapiens); purified TNAP, luminescent activation assay, no phosphate acceptor; higher activation fold means a stronger effect; in the data active = activation fold from about 3, or a potency from the dose series; inactive = the rest, 99 in 100 with activation fold below about 1.6; also: many of its hits are not listed in these tables
P. falciparum M17LAP: P. falciparum M17LAP inhibitors, primary screen, biochemical, fluorogenic H-Leu-NHMec substrate, 1536-well (AID 1619); Leucine aminopeptidase (Plasmodium falciparum (isolate 3D7)); recombinant M17LAP, H-Leu-NHMec fluorogenic kinetic assay; higher % means a stronger effect; one-dose inhibition, % at 30 µM; IC50 in µM for titrated hits; hit rate 0.38% among 220,000;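 active = compound inhibiting the enzyme by more than half at any dose during confirmatory dose-response retesting; inconclusive = strong single-dose inhibitors picked by rank but not retested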;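 also: plate controls were full reaction with DMSO carrier for no effect and no enzyme background for full effect; strong numbers were not always called active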
XIAP displacement: XIAP antagonists, biochemical, IAP family, fluorescence polarization (AID 1018); E3 ubiquitin-protein ligase XIAP (Homo sapiens); hit rate 0.007% among 200,000; displacement, % at 20 µM; hits with a dose series show IC50 in µM; XIAP BIR domain, fluorescence polarization peptide displacement; higher % means a stronger effect; in the data active = displacement above about 50%; also: a part of the inactive calls stands beside numbers as strong as those of hits
PMI inhibition: human PMI inhibitors, high substrate, primary screen, biochemical, fluorescence intensity, high mannose 6-phosphate (AID 1220) | Mannose-6-phosphate isomerase (Homo sapiens) | recombinant PMI enzyme, coupled fluorescence intensity; higher % means a stronger effect | inhibition, % at 20 µM; hits with a dose series show IC50 in µM | hit rate 0.66% among 190,000
Hep lipid drop: inhibitors of hepatocyte lipid droplet formation, primary screen, imaging, high-throughput imaging, BODIPY stain; AML12 mouse hepatocytes, oleate lipid droplets; inhibition, % at 6.5 µM; hit rate 0.4% among 240,000;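 active = lipid droplet intensity inhibited by at least 50%, with more than 500 cells counted; inconclusive = wells with under 300 cells, treated as cytotoxic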
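Assay system: AML12 mouse liver cells | Compound dosing: One dose, 6.5 µM compound | Read-out basis: Droplet intensity reduction, % inhibition | Measured by: Fluorescence imaging, 20x objective, two fields per well | Schedule: Overnight treatment with compound plus oleate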
PMI inhibitors: inhibitors of human PMI, primary screen, biochemical, fluorescence intensity, coupled assay (AID 1209). hit rate 0.42% among 190,000. Mannose-6-phosphate isomerase (Homo sapiens). one-dose inhibition, % at 20 µM; IC50 in µM for titrated hits. purified PMI enzyme, coupled fluorescence intensity; higher % means a stronger effect;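 also: plate controls were DMSO vehicle for no effect and wells lacking substrate for full effect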
Hep lipid drop cells 6.5 µM: also measured in Hep lipid drop; calls as there; cell count; measured here: cell count, cytotoxicity flag;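 cells counted across two imaged fields per well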
An asterisk follows results filed as active; u = inconclusive; x = not tested or not shown; [ ] = remark or other dose. Rule as the data show it, unless noted: active = inhibition above about 50%; inactive = the rest. Not all compounds are listed. The share of hits here may be higher or lower than overall.

SMILES	P. falciparum M1AAP	UTI89 phage lysis	Siah-1 displacement	TNAP activation fold	P. falciparum M17LAP	XIAP displacement	PMI inhibition	Hep lipid drop	Hep lipid drop cells 6.5 µM	PMI inhibitors
O=C(Nc1ccccc1)c1cc([N+](=O)[O-])ccc1N1CCNCC1	5.5%	2.2%	0.9%	1	13.8%	8.3%	-4.1%	6.5	712	1.9%
CCC12CN3CCN(CC(C3)C1O)C2 (stereo not given)	6.8%	-0.2%	1.9%	1.1	-8.3%	x	-7.7%	0.4	763	-11.9%
COc1ccc(CCN)cc1OC	-0.5%	5.7%	-2.8%	x	-6.1%	x	x	2.5	699	x
CN1CCN(c2ccc([N+](=O)[O-])c(NCc3ccco3)c2)CC1	9.4%	5.7%	-2.9%	0.9	19.5%	-7.5%	21.3%	u	x	1.3%
CC(=NCCCN1CCOCC1)c1c(O)n(Cc2ccccc2)c(=O)[nH]c1=O	4.3%	-0.2%	0.2%	1.1	3.8%	-6.7%	-15.2%	x	x	-2.3%
O=c1[nH]c(=O)n(Cc2ccc(F)cc2)c(O)c1C=NCCN1CCCCC1	7.8%	0.0%	-0.8%	0.9	6.4%	-2.4%	4.8%	x	x	4.9%
CCCCn1c(O)c(C(C)=Nc2ccc3c(c2)CCC3)c(=O)[nH]c1=O	12.5%	-0.7%	5.2%	x	-2.6%	x	x	5.6	785	x
Cc1nn(Cc2ccccc2)c(Cl)c1C(=O)OC(C)C(=O)Nc1ccc(F)cc1Cl (stereo not given)	-1.9%	0.4%	-4.7%	0.9	-1.8%	-6.4%	0.5%	-26.8	619	3.5%
O=c1[nH]c(=O)n(CCC2=CCCCC2)c(O)c1C=NC1CCN(Cc2ccccc2)CC1	2.9%	3.7%	0.4%	0.9	1.7%	-8.4%	15.2%	x	x	12.5%
COc1cc(CN=Cc2c(O)n(C(C)(C)C)c(=O)[nH]c2=O)cc(OC)c1	1.8%	-0.5%	0.7%	x	-5.6%	x	x	-27.3	712	x
O=Cc1c(C(=O)O)n(Cc2ccccc2Cl)c2ccccc12	7.9%	0.3%	2.4%	1.1	-9.9%	-5.1%	-6.9%	5.5	703	-24.0%
O=C(COc1ccc(Cl)cc1)N1CCN(Cc2ccccc2)CC1	-3.7%	0.1%	-0.1%	0.9	0.5%	-3.6%	-5.0%	x	x	-4.8%
CCOc1cccc(=NC2CCCCC2)c2c(C)n(C)c(C)c12	8.0%	x	0.9%	x	19.5%	x	x	-7.4	683	x
Cc1nc2cc(C(F)(F)F)ccc2n1C1CCN(Cc2nnnn2Cc2ccc3c(c2)OCO3)CC1	-0.1%	-0.4%	-5.1%	1	5.8%	-10.6%	-4.3%	1.0	769	9.1%
Fc1ccc(C2NCCc3[nH]cnc32)cc1 (stereo not given)	6.3%	0.5%	-1.3%	1	13.0%	-5.7%	-5.3%	-0.6	598	-2.4%
COc1cc(C2NCc3ccccc3-n3cccc32)ccc1O (stereo not given)	5.1%	0.2%	5.6%	1.1	4.0%	1.2%	9.9%	12.3	633	18.2%
CC(=NCc1cccnc1)c1c(O)n(-c2ccccc2C)c(=O)[nH]c1=O	0.6%	2.7%	-2.4%	1	6.1%	-6.3%	-5.4%	10.7	810	-6.7%
CCOc1ccc(C2SCC(=O)Nc3c2c(C)nn3C2CCOC(C)(C)C2)cc1 (stereo not given)	-0.6%	0.3%	2.0%	1.1	1.5%	-3.9%	5.0%	-3.5	783	0.8%
Cc1cccc(CN2CCCC(C(=O)c3cccc(OC(C)C)c3)C2)n1 (stereo not given)	-5.2%	-0.4%	1.5%	1.1	-3.1%	-3.0%	x	-14.6	548	x
N#Cc1ccc(OCC(=O)N2CCN(Cc3ccc4c(c3)OCO4)CC2)cc1	2.5%	0.2%	8.0%	1.1	-1.0%	0.1%	3.1%	-10.9	724	3.4%
Cc1ccc(-n2c(/C=C/c3ccc4c(c3)OCO4)nc3ccccc3c2=O)cc1	8.2%	x	9.5%	1	-2.1%	-5.6%	17.5%	-2.1	621	11.3%
CCc1ccc(N2C(=O)NC(=O)/C(=C\c3cccn3CCOc3ccc(C(C)C)cc3)C2=O)cc1	0.8%	0.0%	-1.7%	0.8	9.6%	-0.9%	-6.3%	3.1	648	-14.7%
CCC1(C(=O)c2ccc(C)cc2)C2c3ccccc3OC(=O)C21C(=O)O (stereo not given)	7.3%	0.0%	-0.5%	x	12.1%	x	x	7.1	739	x
N#Cc1c(N2CCNCC2)nc(-c2ccco2)c2c1CCCC2	7.5%	2.9%	8.9%	x	17.4%	x	x	9.4	708	x
N/C(=N\[N+](=O)[O-])N1CCN(C(=O)c2ccccc2)CC1	-9.8%	x	0.9%	1	-14.3%	-6.7%	-4.5%	3.7	685	-15.7%
COc1ccccc1-n1c(O)c(C=NCCN2CCNCC2)c(=O)[nH]c1=O	2.1%	0.7%	-5.8%	1	-15.6%	-3.6%	19.5%	x	x	8.9%
COc1ccc(CN2CCN(C(=O)COc3cccc(C)c3)CC2)c(OC)c1	-12.0%	0.2%	7.1%	1.1	20.1%	-17.7%	16.0%	-13.6	713	27.6%
O=C(c1cn(Cc2ccccc2)c2ccccc12)C1CC1	-1.0%	0.4%	2.8%	1.1	-0.3%	-2.0%	4.0%	11.9	752	1.4%
CCCNC(=O)N1CCC2(CC1)OCCO2	-0.7%	0.3%	-3.0%	1.1	-7.5%	-3.6%	0.2%	-6.0	617	-5.6%
COC1C(OC(=O)c2ccc(C)[nH]2)C(O)C(Oc2ccc3c(O)c(NC(=O)c4ccc(O)c(CC=C(C)C)c4)c(=O)oc3c2Cl)OC1(C)C (stereo not given)	23.0%	-16.1%	-3.5%	x	11.5%	x	x	2.5	750	x
COc1ccc(CCn2c(O)c(C=NCCCn3ccnc3)c(=O)[nH]c2=O)cc1OC	-4.9%	0.8%	-1.4%	0.8	0.9%	-14.2%	4.8%	16.4	817	-7.1%
CC(C)(C)NC(=O)NC(=O)CN1CC=C(c2ccccc2)CC1	7.5%	0.2%	-4.3%	1.1	-0.8%	-2.8%	7.7%	-0.4	690	6.1%
Oc1ccc(CC2CC3CCN2CC3)cc1O (stereo not given)	6.0%	1.1%	3.2%	0.3	7.6%	-1.1%	31.9%	x	x	52.7%*
CCC(=NCCCN1CCOCC1)c1c(O)n(-c2ccccc2C)c(=O)[nH]c1=O	4.0%	1.9%	3.5%	x	4.3%	x	x	2.5	744	x
COc1ccc(/C=N\N=C(N)N)cc1	4.6%	-2.8%	-3.1%	1	8.1%	-5.4%	-1.0%	3.8	711	-3.0%
CC[C@@]1(O)C(=O)OCc2c1cc1n(c2=O)Cc2cc3c(NC(=O)CN)cccc3nc2-1	8.9%	0.1%	-10.1%	x	-4.8%	x	x	-2.5	821	x
COc1cc(/C=C2\C(=O)NC(=O)N(c3ccccc3)C2=O)c([N+](=O)[O-])cc1OC	19.9%	0.4%	-4.3%	1	25.4%	-13.7%	x	-31.1	523	37.3%
CCC(=NCc1cccnc1)c1c(O)n(Cc2ccccc2)c(=O)[nH]c1=O	4.0%	-1.7%	5.2%	1.1	16.9%	-0.7%	12.6%	x	x	5.3%
Clc1cccc(CN2CCCCC2c2cccnc2)c1 (stereo not given)	x	11.0%	0.6%	1.1	x	-5.2%	-12.5%	x	x	-13.7%
COC(=O)C(C)Oc1cc(C)cc2oc(=O)c3c(c12)CCC3 (stereo not given)	12.6%	-0.4%	-2.4%	1.1	-19.3%	-1.4%	-2.3%	x	x	3.8%
O=C1NC2NC(=O)N([N+](=O)[O-])C2N1 (stereo not given)	2.2%	x	-2.9%	x	0.0%	x	x	25.3	761	x
Cc1ccc(CS(=O)(=O)Cc2ccc(C(=O)N3CCC4(CC3)OCCO4)o2)cc1	-4.2%	1.6%	-3.3%	1.1	4.6%	-5.6%	-14.2%	x	x	-6.6%
CSc1ccccc1C(=O)C1CCCN(Cc2ccccn2)C1 (stereo not given)	5.0%	0.2%	0.4%	1	1.9%	-4.2%	-11.2%	-7.4	686	0.9%
C=CCn1c(O)c(C(CC)=NCCc2c[nH]c3ccccc23)c(=O)[nH]c1=O	2.7%	0.1%	9.4%	x	2.8%	x	x	x	x	x
Cc1ccccc1-n1c(O)c(/C=N/NC(=O)c2ccncc2)c(=O)[nH]c1=O	11.5%	-0.6%	-4.0%	x	17.6%	x	x	30.3	800	x
Cc1cccnc1NC1=NCC(C)S1 (stereo not given)	1.8%	0.3%	-0.4%	1	-1.1%	-1.2%	0.7%	13.8	536	2.9%
O=C1CC(=O)N(c2ccc(Cl)cc2Cl)C(=O)N1	-3.6%	0.7%	4.3%	1.2	17.3%	-2.3%	-5.9%	x	x	-4.3%
COCCCNC(=O)c1c(NC(=O)c2ccco2)n(Cc2ccccc2)c2nc3ccccc3nc12	u	0.7%	4.2%	1	-222.2%	-11.5%	9.6%	-8.8	680	17.1%
CC(=NCC1CCCO1)c1c(O)n(Cc2ccccc2)c(=O)[nH]c1=O (stereo not given)	3.2%	2.6%	1.8%	1.1	-3.6%	-6.2%	18.7%	4.7	591	16.0%
C[n+]1c(-c2ccccc2)cc(-c2ccc(O)cc2)cc1-c1ccccc1	8.3%	1.4%[50 µM]	5.6%	0.9	13.5%	-1.1%	-1.7%	13.1	737	-3.9%
CC12CN3CCN(CC(C3)C1O)C2 (stereo not given)	-1.4%	0.2%	-0.8%	1.1	0.9%	-4.9%	-0.4%	x	x	0.6%
O=C1NC(=O)C(CCc2ccncc2)(Cc2cccc(Cl)c2Cl)C(=O)N1c1ccc(Br)cc1 (stereo not given)	5.0%	0.4%	4.3%	1.2	11.3%	-2.0%	5.9%	6.7	625	13.1%
CN1CCC(O)(c2ccccc2)C2CCCC21 (stereo not given)	0.0%	-1.4%	-0.5%	1.1	-5.4%	-2.1%	2.6%	4.5	727	-1.5%
